Screens (PubChem)
12-LOX inh = inhibitors of human 12S-lipoxygenase ALOX12. purified 12hLO, xylenol orange hydroperoxide absorbance. Potency, µM (doses to about 108 µM), inactives show at the highest dose activity change, negative = inhibition, most hits filed as inhibitors. 1.1% of 580,000 active; active means well fitted inhibition curve with a large enough effect; inconclusive means small, poorly fitted or top-dose-only effect, or another doubt; inactive means no such curve, though single readings can be large or run the other way
Target sequence (P18054 whole entry, looked up): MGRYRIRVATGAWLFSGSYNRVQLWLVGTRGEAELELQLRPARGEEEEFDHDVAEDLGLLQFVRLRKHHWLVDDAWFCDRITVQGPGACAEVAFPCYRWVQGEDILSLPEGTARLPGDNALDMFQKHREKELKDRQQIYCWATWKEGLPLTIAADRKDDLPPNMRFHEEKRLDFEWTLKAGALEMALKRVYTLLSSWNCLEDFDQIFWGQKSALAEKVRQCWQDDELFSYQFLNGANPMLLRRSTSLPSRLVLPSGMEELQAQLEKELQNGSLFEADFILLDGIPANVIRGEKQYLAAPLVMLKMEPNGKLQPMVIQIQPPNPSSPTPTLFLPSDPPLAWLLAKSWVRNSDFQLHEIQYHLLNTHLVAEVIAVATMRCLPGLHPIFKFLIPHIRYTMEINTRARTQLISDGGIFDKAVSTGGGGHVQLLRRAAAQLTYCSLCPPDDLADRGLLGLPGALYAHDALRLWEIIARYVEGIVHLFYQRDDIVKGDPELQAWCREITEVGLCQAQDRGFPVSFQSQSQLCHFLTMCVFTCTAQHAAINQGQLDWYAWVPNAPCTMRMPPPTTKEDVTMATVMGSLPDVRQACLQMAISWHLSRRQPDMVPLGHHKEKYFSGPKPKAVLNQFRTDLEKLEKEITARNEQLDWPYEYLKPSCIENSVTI
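Purified human 12hLO (150 nM final) in 25 mM Hepes, 0.01% Triton X-100, pH 7.0 was preincubated 15 min at room temperature with compound. Then 40 uM arachidonic acid was added, 30 min. Hydroperoxide was read by Fe-XO absorbance ratio 573/405 nm.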
* hit, by the source's call; ? = inconclusive; [ ] = another dose, or the depositor's remark. On the % scale 0 is the no-effect control and ±100 the full control effect; potency means the concentration at half of the fitted maximal effect. Some of the compounds tested, so the mix of outcomes need not match the whole.

The first four entries as a preview:
| Molecule | 12-LOX inh |
| --- | --- |
| Cc1cnc(C(=O)NC2C[C@H]3CC[C@@H](C2)N3C(=O)c2cnccc2C)cn1 (stereo partly drawn) | 15% |
| CCCCc1nc(C)cc(NCCn2ccc3[nH]c(=O)c(C#N)cc3c2=O)n1 | -2% |
| O=C(CCc1c[nH]c2ccccc12)NCC12CCCC=C1N(CC1CC1)C(=O)CC2 (stereo not drawn) | ? |
| COc1cc(Cl)c(C)cc1-n1cc(C(=O)c2cc(Br)ccc2O)cc(C#N)c1=O | ? |

Main list, from the first entry:
| Molecule | 12-LOX inh |
| --- | --- |
| Cc1cnc(C(=O)NC2C[C@H]3CC[C@@H](C2)N3C(=O)c2cnccc2C)cn1 (stereo partly drawn) | 15% |
| CCCCc1nc(C)cc(NCCn2ccc3[nH]c(=O)c(C#N)cc3c2=O)n1 | -2% |
| O=C(CCc1c[nH]c2ccccc12)NCC12CCCC=C1N(CC1CC1)C(=O)CC2 (stereo not drawn) | ? |
| COc1cc(Cl)c(C)cc1-n1cc(C(=O)c2cc(Br)ccc2O)cc(C#N)c1=O | ? |
| COc1ccc(-c2nonc2NC(=O)COc2c(C)cccc2C)cc1 | -34% |
| COc1ccc(NC(=O)c2cc3ccccc3oc2=O)cc1OC | 17% |
| O=C1c2cnc(-c3ccccc3C(F)(F)F)nc2OCCN1Cc1ccccc1 | -8%[176 µM] |
| Cc1ccc(C(C)NC(=O)CNC23CC4CC(CC(C4)C2)C3)cc1 (stereo not drawn) | 59%[activator] |
| COc1cccc(CC(=O)N2CCCn3nc(C)c(-c4ccccc4-c4ccccc4)c32)c1 | -15%[176 µM] |
| Cc1ccc(C)c(NC(=O)CCl)c1 | ? |
| O=C1CCNCCCOCCN1 | 51%[activator] |
| CC(C)(CNC(=O)Cc1ccccc1)CNC(=O)Cc1ccccc1 | 19% |
| O=C(c1ccc(C(F)(F)F)cc1)N1CCC2(CC1)CNc1ccccc1[S+](=O)([O-])N2 | 45% |
| CCCCCCN1CCS(=O)(=O)N(Cc2ccc(Cl)cc2)C(C(=O)OC)C1 (stereo not drawn) | 10% |
| CCOCCCNCc1ccc(C(C)C)cc1 | -1% |
| COCC(=O)N[C@@H]1CN(Cc2cccc(F)c2F)C[C@H]1CO | 77%[activator] |
| O=C(c1ccccc1Br)N1CC(n2cc(COc3ccc(F)cc3)nn2)C1 | 42%[activator] |
| NCC(=O)N1Cc2ccccc2CC2(CCCCN2CC2CCOCC2)C1 (stereo not drawn) | -29%[6.33 µM] |
| O=C([C@H]1C[C@H](Oc2ccccc2)CN1Cc1ccc2[nH]ccc2c1)N1CCOCC1 | 18% |
| CCCCn1c(=O)n(CC(=O)Nc2c(C)cccc2C)c(=O)c2c1ncn2CCC(C)C | 5% |
| Cc1cccc(-c2nocc2CCC(=O)O)c1 | -3% |
| CN1C(=O)C(c2ccccc2)CC12CCN(C(=O)c1ccoc1)CC2 (stereo not drawn) | 54%[activator] |
| COc1ccc2nc(C[C@@H]3C[C@@H](C(C)C)[C@H](CN4C(=O)C(C)=C(C)C4=O)C=C3C)[nH]c2c1 | 47% |
| O=C(OCC(=O)C1CCCCC1)/C(=C/c1ccccc1)c1cccs1 | 0% |
| O=[S+]1([O-])NCC2(CCCN(Cc3ccc(C(F)(F)F)cc3)C2)Nc2ccccc21 (stereo not drawn) | 33% |
| CC(C)(CC(=O)O)CC(=O)N1Cc2[nH]cnc2C[C@H]1c1nc(-c2ccncc2)no1 | ? |
| O=C(c1ccc(F)c(Cl)c1)N1CCN(c2cc(-c3cccs3)[nH]n2)CC1 | 43% |
| O=C(NCCc1ccc(Cl)cc1)c1nc(-c2cccc(C(F)(F)F)c2)c2cnccn12 | 26% |
| CCCNC(=O)N(C)Cc1nc(-c2ccccc2)no1 | 14% |
| O=C(O)[C@H]1C[C@@H](C(=O)NCc2ccccn2)CN(CC2CC2)C1 | 57%[activator] |
| O=C(CCc1cccnc1)N1CCc2c(n(CCOc3ccccc3)n(-c3ccccc3)c2=O)C1 | 0% |
| O=C(Nc1ccccc1F)C1c2ccccc2C(=O)N(Cc2ccccc2)C12CCCC2 (stereo not drawn) | 8% |
| O=C1OCC2(CCN([S+](=O)([O-])c3ccccc3F)C2)N1CCN1CCOCC1 (stereo not drawn) | -17%[176 µM] |
| CCn1c(CCCOc2ccc(Cl)cc2C)nnc1SCc1ccc(Cl)cc1 | ? |
| COC(=O)[C@@H]1[C@@H](CO)[C@@H]2Cn3c(ccc(Br)c3=O)[C@@H]2N1CCc1ccccc1 | -27% |
| CCC(C)(C)NC(=O)c1cccc2c1CCN2C(=O)Nc1cccc(C)c1 | -8% |
| Cc1cc(C)c(O)c(-c2n[nH]c3c2C(c2ccc(F)cc2)N(Cc2cccnc2)C3=O)c1 (stereo not drawn) | -4% |
| Cn1ncc2c(N[C@@H]3CS(=O)(=O)C[C@H]3O)nc(-c3ccncc3)nc21 | 25% |
| CCOC(=O)c1cnc(N2CCN(Cc3ccccc3)CC2)c2ccccc12 | -5% |
| Cc1nn(C(=O)CCC(=O)N2CCC(Cc3nc(C4CCOCC4)no3)CC2)c2ccccc12 | 26% |
| O=C(O)CNS(=O)(=O)c1ccccc1C(F)(F)F | ? |
| CCn1c(C2CCN(C(=O)CCn3nnnc3C)CC2)nn(C)c1=O | 68%[activator] |
| COCCOC1CCN(C(=O)Nc2ccc(OC)cc2)CC1 | 13% |
| CC(C)C[C@H]1COc2cc(N3CCOCC3)ccc2S(=O)(=O)N1 | -74% |
| COc1ncccc1-c1cnc2n[nH]c(-c3ccc(F)cc3C)c2n1 | -6%[176 µM] |
| CCOC(=O)C(NC(=O)c1ccccc1)(OC(C)C)C(F)(F)F (stereo not drawn) | 3% |
| Cc1cc(C(=O)COc2ncnc3ccccc23)c(C)n1C | 12% |
| Cc1cc(C)cc(NC(=O)c2cc3n(n2)CC(c2ccc(Cl)cc2)OC3)c1 (stereo not drawn) | -1% |
| CS(=O)(=O)N1CCc2ccc(C(=O)Nc3ccc(F)cc3Cl)cc21 | 42%[activator] |
| Cc1cc(C)nc(NC(=O)Nc2ccc(F)cc2)c1 | 9% |

(next part)
| Molecule | 12-LOX inh |
| --- | --- |
| CCC(C)[C@H](NC(=O)NCc1ccccc1F)C(=O)O (stereo partly drawn) | -26% |
| O=C(O)c1cc2ccccc2s1 | -6% |
| O=C(NCCc1ccccc1)N1CCC(c2noc(-c3cnccn3)n2)C1 (stereo not drawn) | 32%[activator] |
| COc1cc2nc(C)n(CC(=O)NC3CCCc4c3[nH]c3ccccc43)c(=O)c2cc1OC (stereo not drawn) | 45µM* |
| Cn1c(C(=O)NCC2CCN(CC(F)(F)F)C2)cc2ccccc21 (stereo not drawn) | ? |
| CCCn1cc(C2CCN(S(=O)(=O)c3c(Cl)cccc3Cl)CC2)c2ccccc21 | 39% |
| COc1ccc(C2CC2(C#N)C(=O)Nc2ccc(Cl)cc2Cl)cc1 (stereo not drawn) | -17% |
| N#Cc1cccc(S(=O)(=O)Nc2c(NC3CCCC3)c3ccccc3oc2=O)c1 | ? |
| CC(=O)N1CCC2(CC1)CCN(Cc1cccs1)c1ccccc1O2 | ? |
| O=C1CCCN1C1CCN([S+](=O)([O-])c2cccs2)CC1 | 51%[176 µM] |
| Cc1ccc(C(=O)N2CCN(C(=O)N3CC4CC(C3)[C@H]3CCCC(=O)N3C4)CC2)s1 (stereo partly drawn) | -7% |
| O=C(NCc1cccc(F)c1)c1nc2c(o1)CCN(Cc1cc(F)ccc1F)CC2 | ? |
| CC(C)C(CNC(=O)c1nccnc1N)Nc1ccccc1 (stereo not drawn) | -1% |
| O=C(N/N=C/c1ccc(Cl)cc1)c1cccs1 | 8% |
| O=C(Nc1ccc(OC(F)F)cc1)c1nc(S(=O)(=O)Cc2ccccc2F)ncc1Cl | ? |
| COc1ccc(C(O)(C2CCCCC2)C(CN2CCCCC2)c2ccccc2)cc1 (stereo not drawn) | ? |
| COc1ccc(C2NC(=O)N(CC(=O)N3CCC(C)CC3)C3=C2C(=O)OC3)cc1 (stereo not drawn) | 29% |
| OCC1(Cc2ccccc2C(F)(F)F)CCNCC1 | 45%[activator] |
| COCCCNC(=O)N1CCCC(c2nc(-c3cnccn3)no2)CCNC(=O)CC1 (stereo not drawn) | 32% |
| CC(C)N1C(=O)C2(CCCC2)C1C(=O)NCc1ccc(N2CCOCC2)cc1 (stereo not drawn) | -6% |
| CCOc1c(CN(C)C(=O)C(c2ccc(F)cc2)N(C)C)cccc1OC (stereo not drawn) | 43%[activator] |
| Cc1cccc(CNc2ncnc3ccc(-c4cccc(C#N)c4)cc23)c1 | ? |
| COc1ccc(OC)c(NC(=O)C(CC(C)C)N2Cc3ccccc3C2=O)c1 (stereo not drawn) | -5% |
| COc1ccc(C2C(C#N)=C(SCC(=O)Nc3cccc(F)c3)NC3=C2C(=O)CC(C)(C)C3)cc1 (stereo not drawn) | ? |
| COC(=O)c1ccc(OC(=O)COc2ccc3oc4c(c3c2)CCCC4)c(OC)c1 | -15% |

Next section
Compound,12-LOX inh
O=C(CN1C(=O)C(c2ccccc2)=NC12CCCC2)Nc1ccc2c(c1)OCO2,34%
CCOC(=O)C1(Cc2ccc(OC)cc2)CCNCC1,12%
Cc1c(C)n(Cc2cccnc2)c2ncnc(NCc3cccnc3)c12,20%
COCCN1CCOC2(CCN([S+](=O)([O-])c3cccc(C)c3)CC2)C1=O,21%[176 µM]
CCCOC(=O)c1cc(-c2ccc(OC)cc2)nc2ccccc12,-16%
CCOCCn1cc(C2CCN(S(=O)(=O)c3ccc(Cl)cc3Cl)CC2)c2ccccc21,?
CCNC(=O)[C@@H]1C[C@@H](NC(=O)CO)CN1C(=O)CCc1ccc(O)cc1,-9%
COCC1CN(C)CC12CCN(Cc1ccc(OC)c(OC)c1Cl)CC2 (stereo not drawn),93%[activator]
Cc1noc(-c2cn(C3CCN(C(=O)c4ccc(C)s4)C3)nn2)n1 (stereo not drawn),30%
CC(=O)NC12CC3CC(C1)CC(C(=O)NCC1CC1)(C3)C2,1%
O=C(Cn1c(=O)c2c(n1Cc1ccccc1)CN(Cc1ccccc1)CC2)N1CCC(c2ccccc2)CC1,5%
Cc1ccc2oc(-c3cc(NC(=O)c4cccc(Cl)c4)ccc3O)nc2c1,-2%
C[C@H](O)c1onc(-c2ccccc2)c1C(=O)NC1CCOCC1,-4%[176 µM]
CC(=O)Nc1ccc(NC(=O)C(C)OC(=O)c2ccccc2-n2cnnn2)cc1 (stereo not drawn),4%
COc1cc(Cl)ccc1C(=O)N(C)C1CCc2nnc(C)n2CC1 (stereo not drawn),36%[activator]
COc1ccc(-n2nc3n(c2=O)CCN(C(=O)c2ccccc2)C3)cc1,0%[6.33 µM]
COc1cccc(CN2CCn3c(nnc3[C@@H]3C[C@@H](O)CN3C)C2)c1,17%
O=C(NCC#Cc1cccc(C(F)(F)F)c1)C1CCCN(C(=O)c2ccc(Cl)cc2)C1 (stereo not drawn),-12%
NCCCC(=O)N1CCCC2(Cc3ccccc3CN2C(=O)c2cccc(Cl)c2)C1 (stereo not drawn),11%[6.33 µM]
O=C1Nc2ccccc2O[C@H]2C[C@@H]1N(Cc1nccs1)C2,39%[activator][176 µM]
Cn1nc2n(c1=O)CCN(Cc1ccc3c(c1)CCO3)CC2,10%
Cc1ccccc1CNC(=O)Cc1nn(C)c(=O)c2ccccc12,1%
Cc1ccc(CNC(=O)C2CCN(S(=O)(=O)/C=C/c3ccccc3)CC2)cc1,-30%
O=C(Cn1cccc1-c1nc(-c2ccc3c(c2)OCO3)no1)NC1CCCCC1,8%

Reformatted: 4 of the compounds above
Cn1nc2n(c1=O)CCN(Cc1ccc3c(c1)CCO3)CC2
  12-LOX inh: 10%

COc1cccc(CN2CCn3c(nnc3[C@@H]3C[C@@H](O)CN3C)C2)c1
  12-LOX inh: 17%

NCCCC(=O)N1CCCC2(Cc3ccccc3CN2C(=O)c2cccc(Cl)c2)C1 (stereo not drawn)
  12-LOX inh: 11%[6.33 µM]

Cc1ccccc1CNC(=O)Cc1nn(C)c(=O)c2ccccc12
  12-LOX inh: 1%

More results:
Compound,12-LOX inh
CCOCCn1c(=O)[nH]c2cc(C(=O)N3CCC(OC)CC3)ccc21,13%
CN(C(=O)CSc1nnc(-c2ccccc2F)o1)C1(c2ccccc2Cl)CCCCC1=O (stereo not drawn),?
Clc1ccc(-c2nc(C3CC3)nc3c2CCN(Cc2ccccc2)CC3)cc1,?
COc1ccc(OC)c(CNC(=O)CC2CCOCC2)c1,24%
CC(C)c1noc([C@@H]2C[C@H](NS(=O)(=O)c3ccc(C#N)cc3)CN2C)n1,15%[176 µM]
CCOc1ccc(CN2CCC3(CC2)CC(O)CCO3)cc1 (stereo not drawn),17%
CC(C)c1ccc(CCNC(=O)c2cccc3cccnc23)cc1,-4%
COCCNc1nc(-c2c(C)noc2C)cc2cc(CO)oc12,17%[176 µM]
Cc1cccc(Cc2c(C)nc(N3CCN(Cc4ccccc4)CC3)[nH]c2=O)c1,?
Cc1c(-c2ccccc2)nc2ccccc2c1C(=O)OCC(N)=O,-25%
CCOc1cc2ccccc2cc1C(=O)Nc1nnc(CC)s1,24%
COc1ccc(-c2cc(C[C@H]3CNCC[C@H]3CC(=O)NCc3ccc4c(c3)OCO4)no2)cc1,?
COc1ccccc1CNC(=O)[C@@H]1Cc2cn(C)c3cccc(c23)[C@H](CC(C)C)N1,26%[176 µM]
CCNc1c(NS(=O)(=O)c2ccc(F)c(C)c2)c(=O)oc2ccccc12,3%
C=CCNC(=O)NC(=O)CN1CCN(c2oc(C3CC3)nc2C#N)CC1,-5%
